bCat nuc transl: beta-catenin nuclear translocation modulation; HeLa beta-catenin nuclear translocation, immunofluorescence imaging; nuclear translocation activity, % at 5 µM; 0.3% of 190,000 active;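 active means nuclear translocation activity above 50% at 5 µM, with a well cell count of 50 or more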;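 further: per-cell ratio of nuclear to cytoplasmic median beta-catenin stain intensity; plate controls were DMSO negative control for no effect and GSK-3 inhibitor IX positive control for full effect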
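Test system: human HeLa cell line; Doses: 5 µM primary, 0.02–20 µM confirmation; Incubation: 24 h compound exposure, 37°C; Detection: beta-catenin immunofluorescence imaging with DAPI; Read-out: beta-catenin nuclear/cytoplasmic ratio, % activation.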
Ins promoter up: MIN6 insulin promoter up-regulation; MIN6 insulin promoter-GFP reporter, high-content imaging; hits give high values; z-score at 5 µM; 0.3% of 190,000 active;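 active means z-score above 3 at 5 µM with at least 500 cells counted in the well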
Autophagy mod: alters autophagy in cells; MEF GFP-LC3 puncta imaging; test concentration mostly 10 µM; calls only at 10 µM (by protocol); 0.98% of 190,000 active; AID 463193;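 active means percentage of spot-positive cells more than 3 SD above its plate mean, without a fluorescence outlier flag or 80% toxicity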;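 further: spot-positive cell cutoff set from DMSO-treated cells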
WT yeast gro inh: growth inhibition of WT yeast, mitochondrial fusion screen; 2.1% of 190,000 active; inhibition, % at 10 µM; mitochondrial fusion phenotypic screen, WT strain; in the data active means inhibition above about 58%; tested in S. cerevisiae
Hep lipid drop: modulators of hepatic lipid droplet formation; AML12 mouse hepatocytes, oleate lipid droplets, BODIPY imaging; inhibition, % at 6.5 µM; 0.4% of 240,000 active; AID 1656;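 active means lipid droplet intensity inhibited by at least 50%, with more than 500 cells counted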
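Material – mouse AML12 hepatocyte cell line, fixed after treatment · Compound dosing – one dose, 6.5 µM compound · Times – compound with oleate, overnight · Measured by – Image-based BODIPY and DAPI two-channel analysis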
MT stabilizer: microtubule stabilization, imaging screen. AID 2205. HeLa tubulin immunostaining HCS, 24 h; share of cells brighter than vehicle mean+2SD. % tubulin-high responders, % at 10 µM. 0.83% of 200,000 active;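 active means plate Z-score above 3 for both tubulin-high and condensed-nucleus cell shares, with cell loss under 80%, at 10 µM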;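 further: anti alpha tubulin signal scored within the nucleus-defined area of each cell; some results filed as inactive read as strong as hits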
T cell modulator: T cell immune modulators affecting CD8 T cell-vesicle binding; 2C CD8+ T cell-vesicle binding, flow cytometry; hits give low values; calls only at 7 µM; 0.068% of 330,000 active;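 active means response, share of CD8 T cells binding vesicles, and their 90th percentile fluorescence all below set limits, cut at about 80% in these data, passing the limit was not always enough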
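Test system: purified 2C TCR transgenic mouse naive CD8+ T cells. Probe or stimulus: QL9-peptide-loaded Drosophila micro-vesicles bearing Ld, ICAM-1 and B7-1. Incubation: binding step 1.5 h, 37 °C, antibody labelling 20 min, ice. Measured by: flow cytometry of vesicle-bound cells.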
West Nile virus CPE: inhibition of WNV-induced cytopathic effect – cell-based, CPE readout (AID 1621); West Nile virus-infected cells, CPE inhibition; higher % means a stronger effect; CPE inhibition, % at 10 µM, or IC50 in µM where a hit was titrated; 0.02% of 290,000 active; in the data active means a potency from the dose series; further: strong numbers were not always called active
Myeloid diff 2: compounds promoting myeloid differentiation | ER-HoxA9 myeloid progenitors, lysozyme-GFP differentiation, flow cytometry | calls only at 10 µM | 1% of 360,000 active | AID 624256;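 active means normalized GFP-positive differentiation at or above the plate's own cutoff, the solvent-only control mean plus 3 SD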;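 further: cells exposed to compound for four days before flow analysis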
WT yeast gro inh mutant strain: second read-out of WT yeast gro inh, no call of its own (marks repeat the call); inhibition, %; mitochondrial fusion phenotypic screen, mutant strain inhibition
Ins promoter up cell count: also measured in Ins promoter up; calls as there; cell count; measured here: cytotoxicity, nuclei count;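 total cells summed across four imaged fields per well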
Hep lipid drop cells 6.5 µM: further read-out of Hep lipid drop, marked with its call; cell count; measured here: cell count, cytotoxicity flag;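 cells counted across two imaged fields per well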
bCat nuc transl cell count 5 µM: second read-out of bCat nuc transl, no call of its own (marks repeat the call); cell count; measured here: cell count, cytotoxicity flag
T cell modulator vesicle-bound %: further read-out of T cell modulator, marked with its call; double positive events, %; measured here: CD8+ vesicle-bound cell fraction;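 binding gate set so that unloaded-vesicle control wells show 10% double positive cells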
MT stabilizer Hoechst-high %: second read-out of MT stabilizer, no call of its own (marks repeat the call); % Hoechst-high responders; measured here: nuclear condensation Hoechst responders;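 share of cells brighter than vehicle mean plus two SD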
MT stabilizer cytotoxicity %: further read-out of MT stabilizer, marked with its call; toxicity, %; measured here: cytotoxicity by cell density;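 0% = mean cell density of plate MIN control wells and 100% = no cells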
Autophagy mod cell loss 18 h: second read-out of Autophagy mod, no call of its own (marks repeat the call); toxicity, %; measured here: cell loss, nuclei count;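 cell loss after 18 h compound exposure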
Myeloid diff 2 GFP+ MAC1+ %: recorded beside Myeloid diff 2, whose call it bears; GFP+ MAC1+ double positive, %; measured here: differentiation confirmed by MAC1 staining
Starred values were filed as active, the others as inactive; i = inactive; . = not tested or not shown; & = joins results of further samples.

SMILES	bCat nuc transl	bCat nuc transl cell count 5 µM	Ins promoter up	Ins promoter up cell count	Autophagy mod	Autophagy mod cell loss 18 h	WT yeast gro inh	WT yeast gro inh mutant strain	Hep lipid drop	Hep lipid drop cells 6.5 µM	MT stabilizer	MT stabilizer Hoechst-high %	MT stabilizer cytotoxicity %	T cell modulator	T cell modulator vesicle-bound %	West Nile virus CPE	Myeloid diff 2	Myeloid diff 2 GFP+ MAC1+ %
CN(CC(O)CN1CCOCC1)S(=O)(=O)O (stereo unspecified)	-0.1&5.9	1288&1019	-0.13&0.42	1140&1245	i	-19	3	3	2&3	730&739	2.9	2.9	1.7	i	23&49	0.3%&0.9%	i	0.0&0.1
Cn1c(=O)oc2cc(S(=O)(=O)N3CCC(C(=O)NCc4cccs4)CC3)ccc21	.	.	0.2	865	i	11	8	-2	.	.	2.3	4.3	5.4	i	32	-0.2%	i	1.0
COc1ccc(OC)c(-c2cc(C(=O)Nc3cc(C)on3)no2)c1	0.0	804	-1.1	1507	i	18	14	-4	.	.	4.5	2.1	2.9	i	32	0.0%	i	0.9
Cc1ccc(NC(=O)CCC(=O)c2cccs2)c(Br)c1	.	.	.	.	.	.	.	.	0	787	.	.	.	i	20	-0.6%	i	1.1
CC(=O)NC1C(=O)N=C(SCC(=O)NC2CCCCC2)NC1=O (stereo unspecified)	-6.1	1023	0.46	1349	i	12	-8	20	.	.	2.7	2.3	10	i	22	0.1%	i	2.5
CN(Cc1c(C(=O)N/N=C/c2cc(F)ccc2F)nnn1-c1nonc1N)C1CCCCC1	.	.	.	.	.	.	.	.	-6	693	.	.	.	i	15	0.1%	i	2.4
Cc1ccc2nc(NC(=O)CCNS(=O)(=O)c3cccs3)sc2c1	-2.6	1171	0.15	1263	i	9	8	2	0	668	3.2	2.1	9.5	i	14	-0.5%	i	0.5
COc1ccc(C(CNC(=O)COc2ccccc2OC)N(C)C)cc1OC (stereo unspecified)	-5.4	980	0.44	1204	i	-4	-8	0	.	.	1.9	2.1	12	i	9	-0.4%	i	0.4
c1ccc2nc(-c3nc4ccccc4[nH]3)ccc2c1	-0.4	978	0.06	1365	i	16	13	11	-2	655	1.7	1.7	4.4	i	21	0.0%	i	1.6
Cc1ccc(/C=C/C(=O)OCC(=O)NCCN2C(=O)CSC2=O)o1	-0.3	1103	-0.02	1271	i	3	-1	-13	10	670	3.1	2.0	8.3	i	22	-0.2%	i	1.6
NC(=O)C1(N2CCCCC2)CCN(S(=O)(=O)c2cc(Cl)sc2Cl)CC1	-4.1	1207	.	.	.	.	.	.	-16	710	.	.	.	i	31	-0.5%	i	0.5
O=C(NCC(=O)N(c1cnc2ccccc2c1)C(C(=O)NC1CCCC1)c1ccncc1)c1ccco1 (stereo unspecified)	-1.1	1200	.	.	i	-2	7	-5	1	717	2.9	1.6	26	i	56	.	i	0.8
Cc1ccc(Nc2nnc(SCC(=O)Nc3cc(C(=O)O)ccc3C)s2)c(C)c1	-0.7	1147	0.45	1373	.	.	.	.	-2	729	.	.	.	i	53	0.5%	i	0.8
CC1(C)Cc2nc(-c3ccccc3)nc(NNC(=O)c3ccco3)c2CO1	0.6	1303	-0.07	1013	.	.	.	.	14	766	.	.	.	i	22	0.4%	i	0.5
CC(=O)NC1CC2CCCC(C1)N2Cc1ccc(C)cc1 (stereo unspecified)	.	.	.	.	.	.	.	.	-1	808	.	.	.	i	64	-0.8%	i	0.1
CCC(NC(=O)Cc1cccs1)c1ccccc1 (stereo unspecified)	.	.	.	.	.	.	.	.	-7	789	.	.	.	i	60	-0.9%	i	0.9
Cc1ccc(CNC(=O)C2CCCN2C(=O)Nc2cccc(Cl)c2)cc1 (stereo unspecified)	.	.	.	.	.	.	.	.	11	800	.	.	.	i	51	-0.9%	i	1.7
CC(C)(C)OC(=O)C(C)(C)Sc1nnc(N)s1	0.4	1113	-0.65	1413	.	.	.	.	1	697	.	.	.	i	29	1.0%	i	0.7
Cc1ccc(NC2CCCN(C(=O)CCc3scnc3C)C2)cc1C (stereo unspecified)	.	.	.	.	.	.	.	.	-2	683	.	.	.	i	18	-0.6%	i	3.2
Cc1ccc(C(=O)Nc2ccccc2)cc1S(=O)(=O)N1CCN(C)CC1	.	.	.	.	.	.	.	.	5	830	.	.	.	i	47	-0.5%	i	0.6
CCOC(=O)C1=C(O)C(=O)N(c2ccc(S(N)(=O)=O)cc2)C1c1ccccc1 (stereo unspecified)	0.3	1049	0.16	1328	i	-5	-6	-14	3	757	3.1	1.2	6.2	i	47	0.4%	i	1.6
CCc1nnc(NC(=O)NCN2C(=O)C3C4C=CC(C4)C3C2=O)s1 (stereo unspecified)	.	.	0.61	1225	i	0	2	-6	0	739	2.3	1.5	67	i	10	-0.1%	i	0.7
O=C(NCc1ccncc1)/C(=N/O)c1ccccc1	-2.4	1118	0.68	1481	i	34	16	47	.	.	4.6	3.4	17	i	16	-0.2%	i	3.2
CCOC(=O)C1=C(c2ccccc2)Nc2c(c(=O)n(C)c(=O)n2C)C1c1ccc(O)c(OC)c1 (stereo unspecified)	-3.5	1220	-1.7	787	i	1	-2	-25	-4	774	3.9	3.0	7.9	i	36	1.0%	i	1.3
Cc1ccc(C(=O)NCC(=O)Nc2ccc(F)c(F)c2F)cc1	.	.	.	.	.	.	.	.	2	681	.	.	.	i	9	-0.1%	i	0.4
CCOCCCNC(=O)c1[nH]c(C)c(C(C)=O)c1C	-0.8	1419	0.15	1436	i	-33	9	16	.	.	5.2	2.7	5.3	i	38	0.2%	i	1.1
COc1ccc(C2CC(c3ccccc3)=NN2S(=O)(=O)c2ccccc2)cc1 (stereo unspecified)	1.6	1249	-0.12	1012	.	.	.	.	17	684	.	.	.	i	6	-0.9%	i	0.3
Cc1cc(C(=O)NC(C)c2ccc3c(c2)OCO3)cs1 (stereo unspecified)	-0.1	1058	.	.	i	-2	0	-2	-20	584	4.5	2.3	4.7	i	27	-0.1%	i	0.7
CN1CCN(c2ccc(S(=O)(=O)N3CCCCC3)cc2NC(=O)CSCc2ccccc2)CC1	.	.	.	.	.	.	.	.	4	804	.	.	.	i	23	-0.7%	i	0.7
COc1ccccc1/C=C/C(=O)NCCC1=CCCCC1	1.0	1484	-0.54	1464	i	22	7	7	-1	634	2.7	3.6	11	i	36	-0.4%	i	0.2
O=[N+]([O-])c1cccc(-c2cn3nc(-c4ccccc4)c(-c4ccccc4)nc3n2)c1	-3.1	1121	-0.15	1330	.	.	.	.	19	674	.	.	.	i	13	0.0%	i	0.6
COc1cccc(N2C(=NC(=O)CCc3ccccc3)SC3CS(=O)(=O)CC32)c1 (stereo unspecified)	.	.	.	.	.	.	.	.	10	712	.	.	.	i	5	-0.7%	i	5.6
CC(=O)Nc1ccccc1Sc1ccccc1	-1.5	1059	0.48	1269	i	9	-7	-5	-25	641	3.4	0.5	25	i	40	0.2%	i	7.4
COc1ccc(C(=O)N/N=c2\oc3ccccc3cc2C(=O)NCc2ccccc2)cc1	-2.6	1152	-0.52	1458	i	-12	11	-10	12	649	1.6	3.1	11	i	48	-0.2%	i	0.0
CCOc1ccc(-c2cnc3n2CCCCC3)cc1	.	.	.	.	.	.	.	.	21	818	.	.	.	i	62	-1.3%	i	0.1
CCOc1ccc(S(=O)(=O)N2CCN(Cc3ccccc3)CC2)c2cccnc12	-1.4	1406	0.29	1288	i	24	.	.	.	.	4.0	1.9	6.2	i	29	-0.3%	i	0.5
O=C(Nc1nc(-c2ccc(-c3ccccc3)cc2)cs1)C1=COCCO1	0.2	1163	-0.03	1437	i	11	9	6	8	578	2.8	3.1	5.9	i	34	0.6%	i	0.2
CCN(CC)CCNC(=O)CSc1c2c(nc3cc(Cl)ccc13)CCCC2	0.2	1052	-2.2	1063	i	18	-8	3	12	725	5.4	5.6	6.1	i	38	11%	i	0.2
Cc1onc(-c2ccccc2Cl)c1C(=O)NC1CCCCCC1	.	.	.	.	.	.	.	.	-3	849	.	.	.	i	27	-0.8%	i	0.2
NC(=S)N/N=C/c1ccc(-c2cc(Cl)c(Cl)cc2Cl)o1	-0.1	853	-0.57	1354	i	-2	27	16	-9	700	5.9	1.9	3.8	i	63	-1.6%	i	0.4

Some of these compounds in order of length of the SMILES, smallest number first:
SMILES	bCat nuc transl	bCat nuc transl cell count 5 µM	Ins promoter up	Ins promoter up cell count	Autophagy mod	Autophagy mod cell loss 18 h	WT yeast gro inh	WT yeast gro inh mutant strain	Hep lipid drop	Hep lipid drop cells 6.5 µM	MT stabilizer	MT stabilizer Hoechst-high %	MT stabilizer cytotoxicity %	T cell modulator	T cell modulator vesicle-bound %	West Nile virus CPE	Myeloid diff 2	Myeloid diff 2 GFP+ MAC1+ %
CCN(CC)CCNC(=O)CSc1c2c(nc3cc(Cl)ccc13)CCCC2	0.2	1052	-2.2	1063	i	18	-8	3	12	725	5.4	5.6	6.1	i	38	11%	i	0.2
O=C(Nc1nc(-c2ccc(-c3ccccc3)cc2)cs1)C1=COCCO1	0.2	1163	-0.03	1437	i	11	9	6	8	578	2.8	3.1	5.9	i	34	0.6%	i	0.2
O=[N+]([O-])c1cccc(-c2cn3nc(-c4ccccc4)c(-c4ccccc4)nc3n2)c1	-3.1	1121	-0.15	1330	.	.	.	.	19	674	.	.	.	i	13	0.0%	i	0.6
